# MmCpn inh: blocks the Methanococcus maripaludis chaperonin Mm-Cpn; purified Mm-Cpn ATPase, ADP Transcreener TR-FRET; Potency, µM (doses to about 76.9 µM), for inactives: at the highest dose activity, negative = inhibition, most hits filed as inhibitors; 330,000 compounds, 0.031% hits; further: potency means the concentration at half of the fitted maximal effect; on the % scale 0 is the no-effect control and ±100 the full control effect; nearly all actives have a fitted effect of over 80% in size
#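 Eu-cryptate anti-ADP/ADP-d2 competition gives a ratio inversely related to ADP. Enzyme at 25 nM was pre-exposed to compound for 10 min, then given 10 uM ATP for 30 min, 37°C throughout.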
# PTHR1 ag: agonists of human PTHR1 parathyroid hormone receptor; Potency, µM (series often up to 115 µM), for the others: top-dose activation, actives largely listed as activators; Q03431; 410,000 compounds, 0.075% hits; HEK293 GP2 PTHR1 cells, GloSensor cAMP luminescence, 1 h; AID 743266; further: potency means the concentration at half of the fitted maximal effect; nearly all actives have a fitted effect of over 55% in size; some results filed as inactive show a strong effect at the top dose; inactives centre near -15; many of its hits are not listed in these tables
# Target sequence (Q03431 whole entry, looked up): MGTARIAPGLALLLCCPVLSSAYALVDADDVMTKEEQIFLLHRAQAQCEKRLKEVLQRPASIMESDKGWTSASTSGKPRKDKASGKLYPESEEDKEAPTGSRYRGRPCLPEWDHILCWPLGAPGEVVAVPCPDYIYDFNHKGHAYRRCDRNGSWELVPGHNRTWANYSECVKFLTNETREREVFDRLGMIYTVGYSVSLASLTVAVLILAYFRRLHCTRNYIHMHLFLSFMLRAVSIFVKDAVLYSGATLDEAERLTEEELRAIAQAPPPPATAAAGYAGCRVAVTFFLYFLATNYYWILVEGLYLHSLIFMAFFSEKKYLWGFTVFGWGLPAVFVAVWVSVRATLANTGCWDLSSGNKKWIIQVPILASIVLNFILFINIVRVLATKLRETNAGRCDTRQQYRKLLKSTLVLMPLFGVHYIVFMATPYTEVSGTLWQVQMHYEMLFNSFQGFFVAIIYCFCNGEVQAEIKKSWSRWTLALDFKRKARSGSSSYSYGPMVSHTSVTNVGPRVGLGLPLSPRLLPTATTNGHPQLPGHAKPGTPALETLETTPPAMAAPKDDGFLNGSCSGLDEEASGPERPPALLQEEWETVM
#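 HEK-293-derived GP2 cells expressing PTHR1 and a GloSensor cAMP reporter, 3,000/well, plated overnight, given luciferin plus IBMX (each 0.5 mM as added) for 1 h at 37 °C, then compound for 1 h at 37 °C. Luminescence was read after 15 min at room temperature.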
# GLP1R cytotox: cytotoxicity counter-screen for GLP-1 receptor inverse agonists. AID 624418. 410,000 compounds, 0.13% hits. HEK293 cAMP-luciferase reporter cells, luminescence, 24 h. Potency, µM (top dose mostly 38.3 µM), for the others: at the top dose activity change, negative = inhibition, actives largely listed as inhibitors;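 further: loss of luciferase light is scored as toxicity; potency means the concentration at half of the fitted maximal effect; on the % scale 0 is the no-effect control and ±100 the full control effect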
#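 Luminescence readout: signal drop marks cytotoxicity. Plated cells grew 12 h at 37 °C, 5% CO2, received 23 nL compound for 24 h, then got luciferase reagent, read after 12 min at RT.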
# pAkt inh: blocks phosphorylation of Akt; activity change, % for hits at 50 µM; 360,000 compounds, 0.32% hits; Neuro2A IGF-stimulated pAkt S473 HTRF, 20 min; active compounds read low; in the data active means activity change below about -80%; inconclusive means mostly about -51% to -80%; further: on the % scale 0 is the no-effect control and ±100 the full control effect
#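 Neuro2A cells in DMEM with 0.5% FBS, overnight at 37 deg C, given compound at single 50 µM final, then IGF (6 nM final) for 20 min at 37 deg C. Lysed; phospho-Akt Ser473 by HTRF after 24 h, 665/615 ratio.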
# TDP-43 yeast inh: inhibitors of TDP-43 toxicity in yeast; TDP-43 expressing yeast growth rescue, BacTiter-Glo, 24 h; Potency, µM (doses to about 46.1 µM), without a hit: top-dose growth rescue (activation), most hits filed as activators; 410,000 compounds, 1.8% hits; AID 652104; further: potency means the concentration at half of the fitted maximal effect; % of control where 0% means no effect; nearly all actives have a fitted effect of over 50% in size
#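 Cell-based yeast growth screen: TDP-43 expression induced in galactose, inoculum OD600=0.02 after raffinose pregrowth to mid-log. Read-out BacTiter-Glo luminescence at 24 hr, 30 deg C; inhibition of toxicity seen as signal increase.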
# Abeta yeast res: restores growth of yeast expressing A-beta42 peptide; yeast expressing A-beta42, growth rescue, OD600, 48 h; response scale: 0% DMSO, 100% iron-clioquinol control; Potency, µM (doses to about 46.1 µM), for the others: at the highest dose growth rescue, usual class: activators; 410,000 compounds, 0.063% hits; AID 1347071; further: potency means the concentration at half of the fitted maximal effect; nearly all actives have a fitted effect of over 55% in size
#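 Yeast A-beta toxicity model in growth medium with pinned compounds, 48 h at 30 C; growth read as absorbance at 600 nm. Normalized to FeCl3/clioquinol equimolar mix (positive) and DMSO (negative).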
# FUS yeast rescue: rescues growth of FUS-expressing yeast. 390,000 compounds, 0.24% hits. Potency, µM (highest dose often 76.6 µM), without a hit: at the top dose growth rescue (activation), actives largely listed as activators. S. cerevisiae FUS-expressing, growth rescue, OD600, 24 h;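 further: potency means the concentration at half of the fitted maximal effect; plate controls were DMSO vehicle for no effect and reference control for full effect; nearly all actives have a fitted effect of over 55% in size; some results filed as inactive show a strong effect at the top dose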
#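 Quantitative HTS measuring growth restoration of FUS-toxic yeast. Galactose-induced cells (OD 0.005) were exposed 24hr at 30C to compounds at several concentrations, then absorbance at 600 nm was recorded.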
# GLP-1R inv ag: inverse agonists of human GLP-1 receptor. 410,000 compounds, 1.6% hits. HEK293 GLP-1R CRE-luciferase, luminescence, 24 h; GLP-1R form is constitutively active. AID 624417. P43220. Potency, µM (titrated, usually from 38.3 µM), without a hit: at the top dose activity change, negative = inhibition, actives largely listed as inhibitors; further: potency means the concentration at half of the fitted maximal effect; on the % scale 0 is the no-effect control and ±100 the full control effect; nearly all actives have a fitted effect of over 55% in size
# Target sequence (P43220 whole entry, looked up): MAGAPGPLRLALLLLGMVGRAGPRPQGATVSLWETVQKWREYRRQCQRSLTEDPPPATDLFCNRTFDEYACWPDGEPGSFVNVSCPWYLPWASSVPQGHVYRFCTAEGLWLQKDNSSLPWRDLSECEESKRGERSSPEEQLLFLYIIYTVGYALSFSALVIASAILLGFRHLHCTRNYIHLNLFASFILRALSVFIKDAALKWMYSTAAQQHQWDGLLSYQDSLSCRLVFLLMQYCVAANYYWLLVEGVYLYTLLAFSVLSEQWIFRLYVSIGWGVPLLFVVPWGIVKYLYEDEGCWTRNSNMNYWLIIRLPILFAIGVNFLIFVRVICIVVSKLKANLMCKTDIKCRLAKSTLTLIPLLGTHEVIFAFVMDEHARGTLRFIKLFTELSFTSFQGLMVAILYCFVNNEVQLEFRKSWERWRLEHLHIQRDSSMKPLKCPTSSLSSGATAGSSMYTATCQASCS
#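 Luminescence readout: a drop in cAMP-driven luciferase signal flags inverse agonism at a constitutively active GLP-1R stably expressed in HEK293. Compound exposure lasted 24 hr at 37 deg C, 5% CO2.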
# aSyn yeast inh: rescues yeast growth from alpha-synuclein toxicity; Yeast expressing alpha-synuclein, growth rescue, BacTiter-Glo, 24 h; Potency, µM (highest dose often 46.1 µM), for inactives: top-dose growth rescue (activation), hits mostly activators; 370,000 compounds, 0.14% hits; further: potency means the concentration at half of the fitted maximal effect; % of control where 0% means no effect; nearly all actives have a fitted effect of over 65% in size
#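 Readout is rescue of growth in alpha-synuclein-expressing yeast, so inhibitors of toxicity appear as activators. Growth after 24 hr at 30 deg C in galactose medium is quantified by luminescence.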
# Numbers without * were called inactive; i = inactive; ? = inconclusive; / = not tested or not shown; [ ] = another dose, or the depositor's remark. Unless noted, the call rests on the fitted dose curve; in most records, active means well fitted curve in the direction sought with a large enough effect; inconclusive means small, poorly fitted or top-dose-only effect, or another doubt; inactive means no such curve, though single readings can be large; an effect the other way counts as inactive or inconclusive. This is a subset. The share of hits here may be higher or lower than overall.
# Value order – MmCpn inh | PTHR1 ag | GLP1R cytotox | pAkt inh | TDP-43 yeast inh | Abeta yeast res | FUS yeast rescue | GLP-1R inv ag | aSyn yeast inh
- COc1ccc(S(=O)(=O)N(C)C)cc1NCC(=O)Nc1cccc(C#N)c1
    -2% | i | -1% | i | -4% | 0% | 18% | -1% | 1%
- CCCn1c(=O)cc(N)n(-c2ccc(OC(F)(F)F)cc2)c1=O
    -1% | 10% | -6% | i | 5% | 1% | -6% | -24% | -8%
- COC(=O)c1ccccc1NC(=S)NC(=O)COc1ccc(C(C)C)cc1
    0% | -22% | 10% | i | -7% | ? | -9% | 3% | -6%
- O=C(Nc1nc2ccc(S(=O)(=O)N3CCCC3)cc2s1)c1cccc(F)c1
    / | i | -14% | / | 0%[9.22 µM] | -2% | -1% | -18% | /
- Cc1cccc(NC(=O)c2c(Br)sc3c2CCCC3)c1
    / | -30% | 25% | / | ? | -13% | -12% | ? | /
- CC(C)CN(C1CCS(=O)(=O)C1)S(=O)(=O)c1ccc(C(C)C)cc1 (configuration not stated)
    1% | -1% | -4% | i | -15% | 30% | 18% | ? | -2%
- COc1ccc2[nH]c(=O)c(CN(C(=O)c3ccco3)C(C)C)cc2c1
    0% | -23% | -1% | i | 1% | -8% | 0% | 24% | -6%
- Cc1cc(C)c(C#N)c(SCc2ccccc2C)n1
    0% | i | 79%[activator] | i | -8% | 5% | -16% | ? | 14%
- COc1ccc(/C=N/NC(=O)c2ccoc2C)cc1COc1ccc(Cl)cc1
    / | -12%[57.5 µM] | 4% | i | 14µM* | ? | ? | ? | 15%
- CCN1C(=O)N[C@@H](c2cccc(C(F)(F)F)c2)[C@H](C(C)=O)[C@H]1C
    / | -71%[inhibitor] | 3% | i | -5% | -4% | 6% | -13% | 0%
- CCN(CC)CCNC(=O)c1ccc(NC(=O)C2CC(=O)N(c3ccc4c(c3)OCCO4)C2)cc1 (configuration not stated)
    2% | ? | 3% | i | 0% | 0% | 30% | -9% | 0%
- Cc1ccc(C(=O)NCC(=O)OCC(=O)N(CC(C)C)c2c(N)n(Cc3ccccc3)c(=O)[nH]c2=O)cc1C
    -1% | -1% | -6% | i | 7% | 9% | ? | -4% | -2%
- CSc1ccccc1C(=O)NCCOc1ccccc1C
    0% | i | -2% | i | ? | 18% | -3% | -25% | 11%
- O=C(NN1CCN(Cc2ccccc2)CC1)c1ccc(Cl)cc1
    0% | i | -2% | i | -3% | -6% | 14% | -18% | -1%
- COc1ccc(COC(=O)C2=C(C)NC(=O)NC2c2cc(OC)ccc2OC)cc1 (configuration not stated)
    -7% | -12% | -3% | i | 16% | 0% | -20% | 14% | 3%

# Laid out differently: six of the compounds above.
Structure | MmCpn inh | PTHR1 ag | GLP1R cytotox | pAkt inh | TDP-43 yeast inh | Abeta yeast res | FUS yeast rescue | GLP-1R inv ag | aSyn yeast inh
CCN(CC)CCNC(=O)c1ccc(NC(=O)C2CC(=O)N(c3ccc4c(c3)OCCO4)C2)cc1 (configuration not stated) | 2% | ? | 3% | i | 0% | 0% | 30% | -9% | 0%
Cc1cccc(NC(=O)c2c(Br)sc3c2CCCC3)c1 | / | -30% | 25% | / | ? | -13% | -12% | ? | /
CSc1ccccc1C(=O)NCCOc1ccccc1C | 0% | i | -2% | i | ? | 18% | -3% | -25% | 11%
CCCn1c(=O)cc(N)n(-c2ccc(OC(F)(F)F)cc2)c1=O | -1% | 10% | -6% | i | 5% | 1% | -6% | -24% | -8%
O=C(NN1CCN(Cc2ccccc2)CC1)c1ccc(Cl)cc1 | 0% | i | -2% | i | -3% | -6% | 14% | -18% | -1%
O=C(Nc1nc2ccc(S(=O)(=O)N3CCCC3)cc2s1)c1cccc(F)c1 | / | i | -14% | / | 0%[9.22 µM] | -2% | -1% | -18% | /

# (next part)
# Value order – MmCpn inh | PTHR1 ag | GLP1R cytotox | pAkt inh | TDP-43 yeast inh | Abeta yeast res | FUS yeast rescue | GLP-1R inv ag | aSyn yeast inh
- O=C(NCCN1CCOCC1)c1cccc2c1C(=O)c1ccc(N3CCCC3)cc1S2(=O)=O
    -1% | -15% | 5% | i | -6% | -3% | 3% | 3% | -4%
- COC(=O)C(C)(C(=O)OC)c1ccc([N+](=O)[O-])cn1
    -5% | -7%[57.5 µM] | 3% | i | -14% | 6% | 11% | 6% | 1%
- CCc1nnc(NC(=O)CCN2C(=O)c3ccccc3C2=O)s1
    0% | i | 5% | i | ? | 14% | 15% | 2% | 0%
- COc1ccccc1OC(=O)CCc1nc2ccccc2s1
    -2% | -1% | -19% | i | 6% | -2% | 31% | 1% | 11%
- COCCNc1nc2cc(-c3cccc(C(F)(F)F)c3)sc2c(=O)n1C
    / | i | 8% | i | 30% | -14% | -3% | 9% | -8%
- CC(C)(C)n1nnnc1C(c1cccs1)N1CCN(C/C=C/c2ccccc2)CC1 (configuration not stated)
    / | -7% | -11% | i | 11% | -20% | 3% | -22% | 0%
- CS(=O)(=O)n1nc(-c2ccco2)nc1N
    1% | i | 0% | i | -19% | 7% | 7% | 13% | -1%
- Cc1nc(CCNC(=O)C2CCC(=O)N(Cc3cccc(F)c3)C2)sc1C (configuration not stated)
    -1% | i | -13% | i | -10% | 5% | 6% | -4% | -5%
- COc1ccc(Br)cc1/C=C/C(=O)NC(=S)Nc1ccc(CN2CCOCC2)cc1
    3% | i | -4% | / | 27% | -7% | -14% | 14% | -1%
- CCOC(=O)COc1ccc2nsnc2c1Cl
    ? | 13% | 75%[activator] | i | 14% | 17% | ? | -37% | 1%
- CN1N=C2c3ccccc3CCC2C1c1ccc(C(F)(F)F)cc1 (configuration not stated)
    1% | i | 3% | i | 12% | 6% | -27% | -9% | -5%
- Cc1ccc(S(=O)(=O)Nc2cccc(C(=O)N3CCOCC3)c2)cc1
    1% | i | 0% | i | -13% | -3% | 9% | -2% | 1%
- Cc1nc(CSc2ccc(Cl)cc2)cc(N2CCOCC2)n1
    0% | -7% | 9% | i | -1% | 17% | -9% | -25% | -2%
- O=C(Cc1cccc(NC(=O)C2CCCN(C(=O)C3CC3)C2)c1)Nc1ccc(C(=O)N2CCOCC2)cc1 (configuration not stated)
    / | i | 1% | i | 15% | 8% | -2% | 0% | 0%
- Cc1ccc(S(=O)(=O)N2CCCCC2)cc1NC(=O)COC(=O)CN1C(=O)NC2(CC(C)CC(C)(C)C2)C1=O (configuration not stated)
    / | -37%[inhibitor] | 7% | i | 5% | -7% | ? | 1% | -5%
- C/C(=C\C(=O)c1ccc(Cl)cc1)Nc1ccc(Br)cc1
    / | -9% | -12% | i | 6% | 21% | 8% | ? | -11%
- O=C(NCC(=O)N1CCN(C(c2ccccc2)c2ccccc2)CC1)c1ccccc1F
    -3% | i | -17% | i | -21% | -16% | 35% | 8.9µM* | -2%
- CCCN(CCC)C(=O)CSc1nc2ccsc2c(=O)n1NC(=O)c1ccccc1
    1% | -2% | -23% | i | 6% | 2% | 29% | 5% | -4%
- CC(=O)Nc1ccc(S(=O)(=O)N2CCC(C(=O)NCc3cccnc3)CC2)cc1
    2% | i | -10% | i | 16% | 7% | 3% | 1% | 2%
- CCO[C@@H]1OC(C(=O)NC2CC2)=C[C@H](c2coc3ccccc3c2=O)[C@H]1CCCO
    / | -27% | 6% | i | 15% | -3% | -26% | 2% | 8%
- Cc1ccc(S(=O)(=O)N2CCOCC2)cc1C(=O)NCc1cn2ccsc2n1
    1% | i | -6% | i | -8% | -5% | -14% | -20% | -5%
- Cc1ccc(Cl)cc1-n1c(=O)c2sc3ccccc3c2n(CC(=O)NC2CCCCC2)c1=O
    / | -7% | -7% | / | 12% | 18% | 5% | 3% | /
- COc1ccccc1N1CCN(C(c2cccs2)C(C)NC(=O)c2cccnc2)CC1 (configuration not stated)
    -1% | i | 10% | i | -9% | -11% | -9% | -9% | -4%
- C/C(=N/Oc1nc(C)cc(C)n1)c1ccc(Cl)cc1Cl
    -2% | -2%[57.5 µM] | -15% | / | ? | ? | -12% | ? | -22%
- O=C1/C(=C/c2ccccc2)CSc2sccc21
    -2% | -13% | 0% | i | 29% | -54%[inhibitor] | -14% | ? | -9%
- CC(C)OC(=O)CN1C(=O)S/C(=C/c2ccc(N3CCCCC3)o2)C1=O
    0% | 0%[57.5 µM] | -24% | i | -23% | -87%[inhibitor] | ? | -5% | ?
- O=C(Nc1ccccc1)N1CCN(c2ccc(F)cc2)CC1
    0% | i | -18% | i | 6% | 21% | 10% | -6% | 0%
- C=CCNC(=S)NNC(=O)c1ccc(=O)n(Cc2ccc(Cl)cc2Cl)c1
    -4% | -6% | 1% | i | -3% | 7% | 14% | 8% | -9%
- CC(=O)NCCc1nc2ccccc2n1Cc1ccccc1
    1% | -19% | 4% | i | 13% | 3% | -14% | 4% | -1%
- Cc1ccc(N2C(=O)N(CC(=O)Nc3ccc(C)c(C)c3)C(=O)C2C)cc1 (configuration not stated)
    1% | i | -5% | i | 16% | 16% | 7% | 10µM* | 5%
- O=c1ccc(NS(=O)(=O)c2ccc(Cl)cc2)cn1Cc1ccc(Cl)c(Cl)c1
    -1% | -91%[inhibitor] | 18% | i | 11% | ? | ? | -10% | 14%
- COc1cccc(-c2nc(-c3cccc(C)c3)nc3cc(Cl)ccc23)c1
    / | i | 4% | i | 6% | -9% | -21% | 22% | -10%

# Compound activity (PubChem BioAssay)
